Yp Topo-I inh – blocks Yersinia pestis topoisomerase I activity; Y. pestis Topo-I cleavage product accumulation, plate reader; activity, % at 10 µM; 0.064% of 360,000 active; AID 504884; in the data active = activity above about 50%, passing the limit was not always enough; also: inactives centre near 2
TcdB GH inh – TcdB glycohydrolase inhibition; TcdB glycohydrolase enzymatic assay, plate reader; inhibition, % at 9.99 µM; 0.24% of 350,000 active; in the data active = inhibition above about 10%
Target sequence (P18177 whole entry, looked up): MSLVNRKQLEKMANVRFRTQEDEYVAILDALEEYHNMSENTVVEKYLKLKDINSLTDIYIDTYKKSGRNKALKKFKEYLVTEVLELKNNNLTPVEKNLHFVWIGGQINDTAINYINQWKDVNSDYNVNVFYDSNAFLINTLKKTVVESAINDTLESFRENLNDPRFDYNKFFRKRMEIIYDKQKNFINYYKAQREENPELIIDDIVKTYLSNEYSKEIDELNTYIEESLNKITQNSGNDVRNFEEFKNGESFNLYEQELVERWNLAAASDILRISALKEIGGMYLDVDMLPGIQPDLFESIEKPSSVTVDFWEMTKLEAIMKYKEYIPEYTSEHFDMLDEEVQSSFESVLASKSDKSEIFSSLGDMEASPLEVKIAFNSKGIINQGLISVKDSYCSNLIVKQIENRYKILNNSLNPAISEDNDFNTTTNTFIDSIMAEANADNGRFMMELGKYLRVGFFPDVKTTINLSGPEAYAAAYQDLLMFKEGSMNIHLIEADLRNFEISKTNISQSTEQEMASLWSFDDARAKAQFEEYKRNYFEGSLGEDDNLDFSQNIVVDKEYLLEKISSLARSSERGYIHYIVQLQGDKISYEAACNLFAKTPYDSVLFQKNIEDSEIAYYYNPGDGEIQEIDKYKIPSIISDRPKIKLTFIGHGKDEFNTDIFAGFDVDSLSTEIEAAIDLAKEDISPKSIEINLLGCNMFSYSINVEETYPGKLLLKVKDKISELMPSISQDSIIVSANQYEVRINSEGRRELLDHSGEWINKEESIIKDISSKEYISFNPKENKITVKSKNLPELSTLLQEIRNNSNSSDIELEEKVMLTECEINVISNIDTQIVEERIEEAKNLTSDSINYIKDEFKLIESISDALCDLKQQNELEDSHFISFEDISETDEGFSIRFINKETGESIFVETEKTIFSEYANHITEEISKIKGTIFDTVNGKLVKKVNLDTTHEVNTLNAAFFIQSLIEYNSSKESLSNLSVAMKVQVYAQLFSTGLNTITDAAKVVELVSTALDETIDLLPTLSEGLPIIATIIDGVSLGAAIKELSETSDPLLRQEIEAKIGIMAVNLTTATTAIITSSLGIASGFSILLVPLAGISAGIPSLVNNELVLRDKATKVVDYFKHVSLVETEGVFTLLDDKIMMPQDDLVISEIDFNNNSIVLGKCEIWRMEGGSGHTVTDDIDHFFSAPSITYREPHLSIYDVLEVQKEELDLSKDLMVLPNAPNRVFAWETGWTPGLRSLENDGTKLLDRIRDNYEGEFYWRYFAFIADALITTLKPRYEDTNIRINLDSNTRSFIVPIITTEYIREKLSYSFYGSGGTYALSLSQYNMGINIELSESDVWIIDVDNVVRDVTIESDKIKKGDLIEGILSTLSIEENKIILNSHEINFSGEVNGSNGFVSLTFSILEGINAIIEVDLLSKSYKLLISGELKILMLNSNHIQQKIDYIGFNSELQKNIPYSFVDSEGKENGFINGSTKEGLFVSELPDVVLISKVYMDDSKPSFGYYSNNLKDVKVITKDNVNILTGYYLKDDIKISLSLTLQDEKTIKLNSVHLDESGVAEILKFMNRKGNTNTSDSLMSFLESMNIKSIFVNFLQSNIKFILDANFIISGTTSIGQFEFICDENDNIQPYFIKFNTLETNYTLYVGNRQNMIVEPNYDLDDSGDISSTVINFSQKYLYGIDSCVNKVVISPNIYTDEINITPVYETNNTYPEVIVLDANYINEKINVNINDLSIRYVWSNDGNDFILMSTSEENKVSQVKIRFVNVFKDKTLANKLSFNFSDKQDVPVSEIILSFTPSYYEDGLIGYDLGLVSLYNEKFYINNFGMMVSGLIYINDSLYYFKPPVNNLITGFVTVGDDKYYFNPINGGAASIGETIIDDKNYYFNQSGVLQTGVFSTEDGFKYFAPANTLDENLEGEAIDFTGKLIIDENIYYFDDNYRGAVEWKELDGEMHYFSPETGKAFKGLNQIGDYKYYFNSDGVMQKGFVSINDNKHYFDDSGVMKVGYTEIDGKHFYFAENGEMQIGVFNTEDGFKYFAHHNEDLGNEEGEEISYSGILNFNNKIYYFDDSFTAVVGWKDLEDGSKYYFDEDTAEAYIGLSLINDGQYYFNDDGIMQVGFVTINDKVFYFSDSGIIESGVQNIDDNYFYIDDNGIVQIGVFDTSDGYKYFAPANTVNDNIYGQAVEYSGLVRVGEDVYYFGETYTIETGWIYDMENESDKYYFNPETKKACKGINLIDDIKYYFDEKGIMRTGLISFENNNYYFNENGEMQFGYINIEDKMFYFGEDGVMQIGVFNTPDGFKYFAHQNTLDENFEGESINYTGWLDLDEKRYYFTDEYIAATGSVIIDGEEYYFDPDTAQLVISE
Rv3671c inh – inhibits the M. tuberculosis serine protease Rv3671c; inhibition, % at 5.96 µM; 0.048% of 320,000 active; in the data active = inhibition above about 38%;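 also: extracellular domain of Rv3671c used as enzyme; 0% = enzyme with DMSO and 100% = no enzyme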
PriA SSB inh – K. pneumoniae PriA-SSBct interaction inhibition | AlphaScreen SSBct-PriA binding, biotinylated peptide | inhibition, % at 33 µM | 0.6% of 430,000 active; in the data active = inhibition mostly above about 37%, no sharp cut-off; inactive = mostly below about 20%;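 also: plate controls were negative control peptide for no effect and reference peptide for full effect; strong numbers were not always called active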
Vc quorum ag – quorum light induction in luxS cqsA deficient V. cholerae. V. cholerae BH1578 lux reporter, luminescence, 6 h. activation, % at 18.7 µM. 0.16% of 350,000 active; in the data active = activation mostly above about 9.7%, no sharp cut-off; also: not every result past the cut was called active; inactives centre near 0; reference of the scale not given here
MazF activator – MazEF (E. coli) toxin RNase activation; P0AE70; FAM/BHQ RNA-DNA oligo cleavage fluorescence, 5 h; activation, % at 20 µM; 0.32% of 350,000 active; in the data active = activation above about 50%
3CLpro inhibitor – SARS-CoV 3CLpro protease inhibition. inhibition, % at 6 µM. P0C6X7. recombinant SARS-CoV 3CLpro, quenched FRET peptide cleavage. 0.14% of 290,000 active; in the data active = inhibition above about 12%
CCHFV vOTU inh – CCHFV vOTU protease inhibition; Pep-AMC fluorescence; inhibition, % at 11.5 µM; AID 651958; 0.55% of 370,000 active; in the data active = inhibition above about 30%; also: 0% = vehicle wells with enzyme and 100% = no enzyme wells
PrPC TRFRET – inhibitors of human cell surface prion protein PrPC. P04156. TR-FRET read-out. inhibition, % at 13.8 µM. 0.43% of 370,000 active. AID 720596; in the data active = inhibition above about 24%; also: 0% = median of the test wells and 100% = reference compound wells
VHR inh abs – blocks human VHR1 dual specificity phosphatase. P51452. recombinant VHR phosphatase, pNPP absorbance. inhibition, % at 13.3 µM. 0.52% of 290,000 active. AID 1654; in the data active = inhibition above about 50%; also: some compounds called inactive have numbers as strong as hits
* hit, by the source's call; i = inactive; . = no result given; & = joins results of further samples. Some of the compounds tested (hit frequency here may not be typical).

SMILES | Yp Topo-I inh | TcdB GH inh | Rv3671c inh | PriA SSB inh | Vc quorum ag | MazF activator | 3CLpro inhibitor | CCHFV vOTU inh | PrPC TRFRET | VHR inh abs
COc1ccc(NC(=O)c2ccc(N3CCOCC3)nc2)cc1 | -5 | -0.6 | 4 | -13 | -0.3 | 2 | -5 | 9 | 1 | 10
CC(C)(C)NC(=O)C1CCN(C(=O)c2ccc(Br)cc2)CC1 | 2 | . | -6 | 0 | 2.2 | -2 | -2 | -12 | -5 | -2
CCCc1nnc(NC(=O)CCC(=O)NC2CCCCCC2)s1 | 1 | 0.5 | 1 | -14 | -4.3 | -5 | -3 | 7 | 6 | -3
NC(=S)N/N=C\c1c(OCc2ccccc2Cl)ccc2ccccc12 | 7 | -0.2 | -33 | . | 0.4 | -36 | 2 | -2 | -1 | 9
O=C(CCS(=O)(=O)c1cccs1)N1CCN(c2ccc(F)cc2)CC1 | 2 | . | 1 | -1 | 3.7 | 3 | -7 | -3 | -3 | 19
COc1ccc(S(=O)(=O)N(C)C[C@@H]2OCCCC[C@H](C)Oc3ccc(NC(=O)Nc4ccc(C(F)(F)F)cc4)cc3C(=O)N([C@H](C)CO)C[C@H]2C)cc1 | 31 | 0.5&-1.7 | . | . | i | -14 | . | 16 | 8 | .
CCOc1ccccc1C(=O)N1CCC(n2nnc3cc(C(F)(F)F)ccc32)CC1 | -1 | . | 3 | -21 | -0.4 | 5 | 3 | 14 | -6 | -18
COc1cccc(-c2nnc(SCC(=O)N3CCCC3=O)n2-c2ccccc2)c1 | 14 | 0.1 | 1 | -9 | i | -2 | -4 | -4 | 2 | 39
CN1CCN(S(=O)(=O)c2cccc(S(=O)(=O)c3cccc(S(=O)(=O)N4CCN(C)CC4)c3)c2)CC1 | 5 | . | -3 | -9 | i | 6 | 6 | -12 | 4 | 11
CN(Cc1ccccc1)C(=O)COC(=O)c1cncc(Br)c1 | 7 | 0.6 | 3 | -12 | 0.3 | 9 | 7 | -8 | -2 | 12
COc1cccc(CNc2ccc3[nH]c(=O)[nH]c3c2)c1OCc1ccccc1Cl | 21 | 0.5 | 8 | 79* | i | 2 | 9 | 1 | 0 | 8
Cc1cccc(C)c1OCc1cc(C(=O)N2CCN(c3ccccn3)CC2)no1 | 40 | 0.8 | -1 | -15 | -0.1 | -4 | 3 | 0 | -7 | 20
O=C(NCc1cccc(Br)c1)C1CC(c2ccc(C(F)(F)F)cc2)=NO1 (stereo unspecified) | 24 | 0.5 | -2 | -6 | -0.8 | 1 | . | 13 | 7 | .
COc1ccc(CC(=O)N2CCC(n3nccc3NC(=O)C3CC3)CC2)cc1 | -10 | -1.1 | 7 | -5 | i | 3 | -2 | 12 | -2 | 6
COc1ccc2c(c1OC)C(=O)N(c1cccc(C)c1)C2 | 0 | . | 0 | -18 | i | 1 | 6 | 12 | -13 | -8
C=CC[C@@H](Cc1ccc(F)cc1)C(=O)OC[C@H]1CCCN1C(=O)[C@@H](CC=C)CC(=O)N[C@@H](CO)Cc1ccccc1 | 23 | 0.6 | 0 | -5 | i | 1 | . | 25 | -1 | .
CCC(CC)C(=O)c1c[nH]c(C(=O)NCc2ccncc2)c1 | 9 | 0.4 | 1 | -3 | i | -5 | -4 | -11 | -2 | 13
O=C(c1cccc(F)c1)n1nnc2ccccc21 | 0 | . | 7 | -12 | -0.4 | 7 | 3 | -8 | -2 | 4
NC(=O)c1ccc([N+](=O)[O-])cc1SCc1ccccc1 | -11 | . | -1 | 0 | 1.8 | -7 | -4 | 4 | -29 | 24
Fc1ccccc1-c1[nH]ncc1-c1nnnn1-c1ccccc1 | 3 | 2.9 | 0 | -10 | -0.4 | 11 | 1 | -9 | 0 | -2
CCN(CC(=O)Nc1ccc(NC(C)=O)cc1)C(=O)CN1C(=O)C2CCCCC2C1=O (stereo unspecified) | 0 | 0.9 | 1 | -11 | -0.5 | 0 | . | 4 | -5 | .
COc1ccc(CN2CCC(Oc3ccc(C(=O)N4CCCCC4)cc3)CC2)cc1C | 26 | 1.7 | -10 | 4 | i | 3 | -3 | 3 | -13 | 19
CCCn1c(=O)c2ccccc2n2c(SCC(=O)NCc3cccs3)nnc12 | 0 | . | 1 | -4 | -5.0 | 5 | -2 | -1 | 0 | -9
O=C(CC1SC(=Nc2ccccc2)N(CCO)C1=O)Nc1ccccc1 (stereo unspecified) | -4 | 0.5 | -3 | -2 | 0.4 | -7 | 3 | 3 | -4 | -14
Cc1ccc(C)c(S(=O)(=O)N(C)Cc2cccs2)c1 | 24 | -2.6 | -19 | -29 | i | 3 | . | 13 | -4 | .
CCSc1n[nH]c2nc3c(c(=O)n12)C1(CCCC1)Cc1ccccc1-3 | 0 | . | 9 | -6 | -1.8 | -2 | -4 | 4 | -1 | 20
Cc1ccccc1S(=O)(=O)Nc1nc2ccccc2nc1N1CCc2ccccc2C1 | 43 | . | -18 | 0 | -0.2 | -2 | 3 | 0 | 8 | -12
Cc1cc(Cl)ccc1OCCNC(=S)NC(=O)c1cccnc1 | -3 | -3.0 | 0 | -6 | -0.9 | -13 | 1 | -5 | 1 | 14
O=C(NNc1nc2c(F)cccc2s1)C1=COCCO1 | 7 | -0.5 | -5 | -4 | 0.1 | -5 | -5 | -3 | 4 | 23
COc1ccc(-n2c(-c3ccc(C(C)(C)C)cc3)n[nH]c2=S)c(OC)c1 | 7 | 1.5 | . | . | -5.0 | 3 | . | 12 | -2 | .
CCNc1nc(Cl)nc(NC(C)C)n1 | -4 | . | -5 | 11 | -0.2 | 2 | 0 | 0 | -3 | 1
O=C(Nc1ccccc1)c1ccc(S(=O)(=O)N2CCCCC2)cc1 | 10 | 1.7 | -6 | -14 | -0.1 | 7 | -5 | 0 | 7 | 18
COc1cc(/C=N/Nc2ccc(Cl)c(C(=O)O)c2)ccc1OC(=O)c1ccco1 | 12 | -1.5 | -7 | . | 0.1 | -4 | -3 | 1 | 3 | 22
CCc1cccc(NS(=O)(=O)c2ccc3c(c2)n(C)c(=O)n3C)c1 | 14 | -0.2 | 3 | -12 | -0.5 | -1 | 0 | 8 | 4 | -1
COc1ccc(-c2cnc3c(NC=O)cc(-c4ccccc4OC)cn23)cc1OC | 15 | 2.0 | . | . | -0.5 | . | . | -2 | -5 | .
O=C1OCCN1C(=O)[C@H]1[C@H](c2ccc([N+](=O)[O-])cc2)C(c2ccccc2)=NN1c1ccc(Br)cc1 | -14 | -0.6 | . | 9 | i | -9 | . | 29 | -2 | .
CCc1ccc(-c2nc(SCC(=O)N(CC)C3CCS(=O)(=O)C3)n[nH]2)cc1 (stereo unspecified) | -2 | 0.6 | -6 | -1 | -2.0 | 3 | . | 0 | -2 | .
Cc1ccc(-c2csc(NC(=O)c3ccc(Br)cc3)c2C(=O)O)cc1 | 4 | 6.5 | -6 | 0 | -0.5 | -4 | 9 | -6 | 0 | 30
COc1ccc(CN2CCCCC2c2cccnc2)cc1C (stereo unspecified) | 13 | 0.9 | 5 | 1 | 1.5 | 6 | 4 | -7 | 4 | 1
O=C(NCc1ccc(F)cc1)N1CCN(S(=O)(=O)c2ccccc2F)CC1 | 6 | -0.1 | 0 | -7 | i | 6 | -2 | -16 | 2 | 26
Cc1ccc(-n2c(=O)c3c4c(sc3n(Cc3cc(=O)n5ccccc5n3)c2=O)CCC4)cc1C | 19 | 3.1 | -3 | -2 | -0.2 | 3 | 0 | -13 | -2 | -4
O=C(COC(=O)c1cc2ccccc2o1)NCc1ccco1 | -3 | -0.1 | -1 | -1 | i | 2 | . | 27 | -2 | .
CCOc1ccc(NC(=O)CN(C)Cc2cc(=O)n3c(-c4ccccc4)csc3n2)cc1OCC | 16 | 0.1 | 0 | -11 | -0.2 | 1 | 0 | 0 | -1 | 22
COc1ccc(C2C(C(=O)Nc3ccc4c(c3)OCCO4)c3ccccc3C(=O)N2C)cc1 (stereo unspecified) | -6 | . | -6 | 1 | 1.9 | 9 | 1 | 3 | -3 | 42
COc1ccc(-c2cc(C#N)nc(Oc3ccc(Cl)cc3)n2)cc1 | 16 | -2.8 | 5 | -7 | -0.3 | -2 | 1 | -6 | 3 | 3

Among those listed so far, these have a furan ring, fused or not.
SMILES | Yp Topo-I inh | TcdB GH inh | Rv3671c inh | PriA SSB inh | Vc quorum ag | MazF activator | 3CLpro inhibitor | CCHFV vOTU inh | PrPC TRFRET | VHR inh abs
COc1cc(/C=N/Nc2ccc(Cl)c(C(=O)O)c2)ccc1OC(=O)c1ccco1 | 12 | -1.5 | -7 | . | 0.1 | -4 | -3 | 1 | 3 | 22
O=C(COC(=O)c1cc2ccccc2o1)NCc1ccco1 | -3 | -0.1 | -1 | -1 | i | 2 | . | 27 | -2 | .

Continuation:
SMILES | Yp Topo-I inh | TcdB GH inh | Rv3671c inh | PriA SSB inh | Vc quorum ag | MazF activator | 3CLpro inhibitor | CCHFV vOTU inh | PrPC TRFRET | VHR inh abs
CCc1nnc(NC(=O)C(NS(=O)(=O)c2ccc3c(c2)OCCO3)C(C)C)s1 (stereo unspecified) | -1 | . | -6 | -8 | i | 6 | -2 | 14 | -2 | 22
O=C1OC(Cc2ccccn2)C(=O)C1=C1SCCS1 (stereo unspecified) | -4 | . | -1 | 1 | -0.6 | 1 | 4 | 3 | -4 | -1
O=C(c1cccc(S(=O)(=O)N2CCc3ccccc32)c1)N1CCc2ccccc2C1 | 18 | 0.7 | -1 | -3 | -2.6 | 1 | . | 16 | -2 | .
Cc1ccc(O)c(-c2cc(-c3ccccc3C)[nH]n2)c1 | 2 | . | . | -2 | 0.6 | 17 | 9 | 16 | 4 | 0
Cc1cccc(NC(=S)NC2CC3C=CC2C3)c1 (stereo unspecified) | 4 | 0.1 | 6 | -10 | i | 11 | 3 | -1 | 4 | 4
COCc1cc(C)nc(SCC(=O)NC2CCCCC2C)c1C#N (stereo unspecified) | -6 | 0.5 | 4 | -19 | -0.4 | 3 | -1 | -8 | -2 | 0
CCN(CC)c1ccc(C(=O)OCC(=O)NC2CCCCC2C)cc1 (stereo unspecified) | 2 | . | 1 | 1 | -0.3 | 2 | 1 | 6 | 4 | 7
CNC(=O)CC(C(=O)O)c1ccc(OCC(C)C)cc1 (stereo unspecified) | 6 | 1.1 | -11 | -9 | -0.1 | -5 | -2 | 2 | -7 | 19
Fc1ccc(-c2csc(=S)[nH]2)cc1 | 7 | 19* | 4 | -5 | -0.2 | -12 | 4 | 4 | -6 | -3
CCOC(=O)c1sc(NC(=O)/C=C/c2cnn(CC)c2C)c(C(=O)OCC)c1C | 3 | . | -8 | -9 | -0.4 | -17 | -2 | 1 | 1 | 21
Cc1ccc(OCCC(=O)OCC(=O)Nc2cc(C)nn2-c2ccccc2)cc1 | 17 | -0.4 | 2 | -15 | 0.7 | -4 | 1 | -5 | -2 | 10
CCN(Cc1ccncc1)C(=O)CSc1ccc2ccccc2c1 | -8 | -0.1 | 6 | -16 | -0.4 | 2 | 3 | -10 | -6 | 11
NS(=O)(=O)c1ccc(CNC(=O)c2cc(S(=O)(=O)N3CCOCC3)ccc2N2CCCC2)cc1 | -4 | 1.3 | . | . | 3.0 | -5 | . | -7 | -3 | .
O=C(NCc1cccnc1)c1ccc(-c2cc(Cl)ccc2Cl)o1 | -8 | 0.5 | -18 | 1 | -2.0 | -8 | 6 | 6 | 9 | 21
CC(=O)C[C@H](O)CC(=O)[C@@H]1OC(=O)CCCCC/C=C/Cc2ccccc21 | 27 | -4.0 | 2 | 6 | -0.7 | 5 | . | 5 | 6 | .
Cc1c(C(=O)O)oc2ccc(S(=O)(=O)N(CC(C)C)CC(C)C)cc12 | 1 | . | -3 | 12 | 0.0 | -9 | 4 | 17 | 5 | 29
CCOC(=O)N1CCN(Cc2oc(CO)cc(=O)c2O)CC1 | 10 | . | -4 | -9 | i | 5 | 6 | 3 | 3 | 15

Part of the list above, as tab-separated lines.
Molecule	Yp Topo-I inh	TcdB GH inh	Rv3671c inh	PriA SSB inh	Vc quorum ag	MazF activator	3CLpro inhibitor	CCHFV vOTU inh	PrPC TRFRET	VHR inh abs
CCNc1nc(Cl)nc(NC(C)C)n1	-4	.	-5	11	-0.2	2	0	0	-3	1
Cc1ccc(-c2csc(NC(=O)c3ccc(Br)cc3)c2C(=O)O)cc1	4	6.5	-6	0	-0.5	-4	9	-6	0	30

High-throughput results: PubChem, several laboratories
